EWS-Fli block = EWS/Fli-driven NR0B1 reporter inhibitors, primary screen, A673 cells, NR0B1 luciferase, luminescence, MLPCN library; viability-normalised; inhibition, % at 12.6 µM; 0.67% of 350,000 active; AID 651661, 2012;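 active = mean inhibition of at least 50% after viability correction, with every replicate also passing that limit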;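 also: firefly luciferase signal divided by Alamar Blue viability fluorescence both relative to DMSO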
esBAF inh = Bmi1 luciferase reporter increase in mESCs, primary screen, esBAF inhibitor project, mouse ES cells, Bmi1 luciferase knock-in, single point; 24 h; 100% = twice the neutral-well signal; reporter increase, % at 12.5 µM; 2% of 350,000 active; in the data active = activation above about 40%;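 also: 0% = median of the plate's neutral control wells and 100% = double that signal; a rise in the Bmi1 reporter signal indicates esBAF inhibition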
E-selectin induc = E-selectin induction in HUVECs, primary screen, imaging, HUVEC, immunofluorescence imaging, single point | P16581 | normalized: neutral wells 0, TNF-alpha wells 100 | activation, % at 7.58 µM | 0.37% of 260,000 active | AID 686992, 2013;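 active = mean E-selectin-positive cell signal at least 10% of the positive control, reached in at least 60% of replicates, without over 20% cell loss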;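 also: in these data hits start at about 27%; measured in HUVEC primary endothelial cells; signal is the percent of cells scored E-selectin positive by PE staining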
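Test system – human umbilical vein endothelial cells (HUVEC), E-selectin induction · Input – 3,000 HUVEC seeded per well · Buffer or medium – EGM-2, gelatin · Compound dosing – single-point compound dose · Detection – immunofluorescence imaging · Measure – percent E-selectin-positive cells · Controls – TNF-alpha high, DMSO low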
XiGFP reactiv = activators of inactive X chromosome reactivation, primary screen, imaging, XiGFP fibroblasts, GFP high-content imaging, set 2 | XiGFP mouse fibroblasts, % GFP-positive cells imaging, 3 d; cells co-treated with 5-aza-dC sensitizer; scaled so ellipticine positive control = 100% | activation, % at 7.58 µM | 0.055% of 360,000 active | AID 743238, 2013;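 active = mean normalized replicate activation at least 10% and every replicate at or above 10%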;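 also: 0% = median of on-plate neutral control wells and 100% = ellipticine 6 µM median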
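material = 68-5-11 XiGFP fibroblast line | medium = DMEM plus 5-aza-dC sensitizer | schedule = 3 days compound exposure | benchmarks = positive control ellipticine, 6 µM final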
S100A4 inh HTS = inhibitors of S100A4-myosin IIA peptide binding, primary screen, biochemical, fluorescence polarization, TAMRA-MyoIIA peptide. 0.14% of 360,000 active. AID 652163, 2013. inhibition, % at 10.7 µM;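 active = mean inhibition of at least 70% across replicates, with every replicate also reaching that level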
Target sequence (P26447 whole entry, looked up): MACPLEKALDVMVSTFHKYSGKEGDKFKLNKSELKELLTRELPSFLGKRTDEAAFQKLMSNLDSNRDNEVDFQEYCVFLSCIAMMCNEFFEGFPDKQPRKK
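Material: S100A4 monomer (human). Medium: Calcium-containing HEPES buffer, pH 7.2. Probe or stimulus: labelled myosin peptide probe, 5 nM. Compound dosing: one concentration per compound. Timing: polarization read 5 min after assay mix addition, stable 5–60 min. Benchmarks: DMSO as neutral control, TFP as positive control.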
RAD52 anneal inh = RAD52 DNA annealing inhibitors, primary screen, biochemical, FRET, single point, set 2; recombinant RAD52 DNA annealing, FRET fluorescence; 0.46% of 360,000 active; inhibition, % at 18.7 µM;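 active = every replicate showing at least 50% inhibition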
RAD54 inh = inhibitors of human RAD54 branch migration, primary screen, biochemical, fluorescence, single point; 0.14% of 360,000 active; DNA repair and recombination protein RAD54-like (Homo sapiens), Q92698; RAD54 Holliday junction branch migration, FAM/BHQ fluorescence; AID 602329, 2012; inhibition, % at 10.4 µM;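 active = mean normalized replicate activity at least 40 and at least half of replicates scoring 40 or more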;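 also: 0% = median of neutral control wells and 100% = median of positive control wells; inhibitors cause a drop in the FAM fluorescence signal; in these data hits start at about 50%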
Target sequence (Q92698 whole entry, looked up): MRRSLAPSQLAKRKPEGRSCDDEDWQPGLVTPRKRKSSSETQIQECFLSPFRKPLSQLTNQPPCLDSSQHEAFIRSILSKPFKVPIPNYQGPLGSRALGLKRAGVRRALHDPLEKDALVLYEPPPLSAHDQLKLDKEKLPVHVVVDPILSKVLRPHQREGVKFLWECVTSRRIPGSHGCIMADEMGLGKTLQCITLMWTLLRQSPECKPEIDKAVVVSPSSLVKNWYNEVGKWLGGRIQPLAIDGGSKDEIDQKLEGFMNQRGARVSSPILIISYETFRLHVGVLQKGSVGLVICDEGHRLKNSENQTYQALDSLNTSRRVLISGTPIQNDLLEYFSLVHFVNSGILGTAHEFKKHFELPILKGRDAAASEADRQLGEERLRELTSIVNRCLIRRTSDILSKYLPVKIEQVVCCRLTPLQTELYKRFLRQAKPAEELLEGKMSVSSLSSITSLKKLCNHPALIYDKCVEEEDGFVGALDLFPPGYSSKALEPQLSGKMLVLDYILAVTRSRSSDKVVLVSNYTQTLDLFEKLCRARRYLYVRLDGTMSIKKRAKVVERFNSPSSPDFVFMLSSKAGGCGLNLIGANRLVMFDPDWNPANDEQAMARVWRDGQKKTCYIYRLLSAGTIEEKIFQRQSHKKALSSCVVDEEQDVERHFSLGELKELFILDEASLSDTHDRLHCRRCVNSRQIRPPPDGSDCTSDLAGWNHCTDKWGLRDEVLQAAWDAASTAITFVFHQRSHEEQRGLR
FN deposition inh = inhibitors of fibronectin matrix deposition, primary screen, AH1F cells, Alexa488-fibronectin fluorescence, plate reader; AH1F fibroblasts, overnight; 0.086% of 350,000 active; AID 743247, 2014; inhibition, % at 12.6 µM;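 active = mean inhibition across replicates of 30% or more, regardless of how many single replicates reach that level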;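 also: positive control wells lacked labelled fibronectin entirely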
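Material – AH1F fibroblast monolayer, labelled fibronectin deposition · Reagent – labelled fibronectin 24 nM · Timing – 1 h adhesion, overnight exposure · Measured by – fluorescence at 485 nm excitation, 525 nm emission · Read-out – inhibition of fibronectin deposition signal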
* marks the source's active call; other numbers are inactive results; . = not tested or not shown.

Sequence of screens – RAD54 inh, FN deposition inh, esBAF inh, XiGFP reactiv, EWS-Fli block, RAD52 anneal inh, S100A4 inh HTS, E-selectin induc
COc1ccccc1CNC(=O)C[C@@H]1C[C@H]2c3cc(NC(=O)C4CCC4)ccc3O[C@H]2[C@@H](CO)O1
    -4, -20, 9, 0.0, 1, -4, 9, -0.2
CCC(=O)N1[C@H](CO)[C@@H](c2ccc(-c3ccc(F)cc3)cc2)C12CN(C(C)=O)C2
    ., ., ., 0.0, 1, -12, 4, 0.3
C/C(=N\NC(=O)C(C)Sc1ccccc1)c1ccc([N+](=O)[O-])cc1 (stereo unspecified)
    -5, 3, -7, 0.1, -3, 0, -7, 0.0
O=C(C[C@@H]1C=C[C@@H](NC(=O)Nc2ccc(F)cc2)[C@@H](CO)O1)NCc1ccccn1
    -9, -2, 1, -0.1, 1, -13, 5, -0.2
O=C(C[C@H]1CC[C@@H]2[C@H](COC[C@H](O)CN2C(=O)c2cccnc2)O1)NC1Cc2ccccc2C1
    8, 1, -4, 0.1, -4, -14, -39, -0.1
N=C1c2ccccc2CN1NC(=O)c1cccc(S(=O)(=O)N2CCCCC2)c1
    ., -2, 1, 0.1, 5, -3, -5, .
Cc1noc(C)c1S(=O)(=O)N(C)C[C@H]1Oc2c(NS(=O)(=O)c3cn(C)cn3)cccc2C(=O)N([C@@H](C)CO)C[C@@H]1C
    1, -7, -3, 0.4, -12, 0, 1, -0.1
COc1ccc(CNC(=O)COc2ccc(OC)cc2)cc1
    -14, 7, -3, 0.0, -15, -9, -1, 0.1
COc1cc(/C=N/Nc2ccc([N+](=O)[O-])cn2)cc(OC)c1O
    ., 14, ., -0.1, -9, -4, -5, -0.1
Cc1ccc(C(=O)NCC(C)NC(=O)c2ccc(C)c([N+](=O)[O-])c2)cc1[N+](=O)[O-] (stereo unspecified)
    -2, -2, ., 0.2, 17, 0, -3, .

3 structures out of the list, sorted by number of heavy atoms, high to low:
Sequence of screens – RAD54 inh, FN deposition inh, esBAF inh, XiGFP reactiv, EWS-Fli block, RAD52 anneal inh, S100A4 inh HTS, E-selectin induc
COc1ccccc1CNC(=O)C[C@@H]1C[C@H]2c3cc(NC(=O)C4CCC4)ccc3O[C@H]2[C@@H](CO)O1
    -4, -20, 9, 0.0, 1, -4, 9, -0.2
N=C1c2ccccc2CN1NC(=O)c1cccc(S(=O)(=O)N2CCCCC2)c1
    ., -2, 1, 0.1, 5, -3, -5, .
COc1ccc(CNC(=O)COc2ccc(OC)cc2)cc1
    -14, 7, -3, 0.0, -15, -9, -1, 0.1

More compounds
Sequence of screens – RAD54 inh, FN deposition inh, esBAF inh, XiGFP reactiv, EWS-Fli block, RAD52 anneal inh, S100A4 inh HTS, E-selectin induc
Cc1nc2ccccc2c2c1C(=O)N(c1cccc(C(=O)O)c1)C2=O
    ., 16, ., 0.0, 11, -8, 0, .
O=C(CN1C(=O)NC2(CCCCCC2)C1=O)NC1CC1
    -11, -3, 7, 0.3, -2, -8, -2, 0.0
CCN(CC)c1ccc(C(=O)OCC(=O)N(C)Cc2ccccc2)cc1
    ., ., ., 0.0, -4, 1, 6, .
CC(C)C#Cc1cnc2c(c1)C(=O)N([C@@H](C)CO)C[C@H](C)[C@H](CN(C)C(=O)c1ccccc1F)O2
    -3, -8, -2, -0.7, -5, 12, 6, 0.5
Cc1cn(C2CCC(CO)O2)c(=O)[nH]c1=O (stereo unspecified)
    -2, -1, -10, 0.0, 4, -22, 1, -0.2
O=P(O)(O)c1cc(-c2ccccc2)oc1-c1ccccc1
    ., 4, 4, 0.8, 10, -3, 4, .
O=C(Cn1cc(C(=O)C(F)(F)F)c2cc(Br)ccc21)N1CCOCC1
    8, -8, 1, 0.4, -11, -2, 3, .
CC(C)(C)c1ccc(C#C[C@@H]2C=C[C@@H](O)[C@@H](COC(=O)NCc3ccccc3)O2)cc1
    ., 1, ., 0.3, -3, -21, -2, -0.2
COc1cc(NC(=S)NCCCN2CCOCC2)c(OC)cc1Cl
    3, -7, -8, 0.2, 0, -9, -10, .
Cc1cc(N(C)C)ccc1N=Nc1ccc2ncccc2c1
    -10, 6, 21, 0.2, -4, -18, -2, 0.1
O=S(NCc1ccccc1)C12CC3CC(CC(C3)C1)C2 (stereo unspecified)
    -4, ., -5, ., 9, -10, -2, .
C/C=C/c1ccc([C@@H]2[C@H](CO)N(C(=O)COC)[C@H]2CNC(=O)CC)cc1
    1, 3, 5, 0.2, 4, -18, 0, 0.0
COc1ccc2c3c(n(C)c2c1)[C@@H](CO)N(C(=O)CN(C)C)CC31CCN(Cc2cccnc2)CC1
    ., ., ., -0.1, 1, 43, 4, -0.3
CCOC(=O)N1CCC(NC(=O)C2CCN(Cc3nc(-c4ccc(CC)cc4)oc3C)CC2)CC1
    6, -10, 0, 0.0, -5, -15, 4, 0.7
C=CCNC(=O)[C@H]1[C@@H]2C(=O)O[C@@H](c3ccccc3)[C@@H](c3ccccc3)N2[C@@H](c2ccc(OCCO)cc2)[C@]12C(=O)N(C(=O)OCCOC)c1ccc(C#Cc3ccc(OC)cc3)cc12
    11, ., ., ., -9, 16, -9, .
CC(C)NC(=O)N1CC2(C1)[C@H](c1ccccc1)[C@H](CO)N2C(=O)C1CCCC1
    ., 4, ., 0.3, ., 1, -9, -0.1
O=C(COC(=O)CNC(=O)C1CCCCC1)Nc1ccc(F)c([N+](=O)[O-])c1
    -8, -4, -2, 0.2, 2, -13, -1, .
COc1ccc(NC(=O)N(C)C[C@H]2OCCCC[C@H](C)Oc3ccc(NS(=O)(=O)c4ccccc4)cc3C(=O)N([C@@H](C)CO)C[C@@H]2C)cc1
    -1, 3, 3, 0.1, 8, -60, 4, 0.0
C=CCNC(=O)C1=NN(c2c(F)c(F)cc(F)c2F)C(=O)CC1
    -6, 1, 0, 0.0, 4, -12, -2, .
COc1ccc(C2/C(=C(/O)c3ccccc3)C(=O)C(=O)N2c2ccccn2)cc1OC (stereo unspecified)
    ., 1, ., 0.1, 2, -19, -8, .
O=C(CN(Cc1ccccc1)C(=O)CCC(=O)Nc1ccccn1)NCc1ccc(F)cc1
    -9, 14, -8, 0.3, ., -2, -2, .
COc1ccc(N(CN2C(=O)c3ccccc3C2=O)C(=O)C(C)C)cc1
    2, -2, 10, ., ., 1, -1, .
CN(C)c1ccc(NC(=S)c2ccc3ccccc3n2)cc1
    -2, 11, 31, 0.0, -49, -9, -1, .
O=C(O)C[C@@H]1CC[C@@H](NC(=O)Nc2cc(F)ccc2F)[C@@H](CO)O1
    9, ., -4, 0.3, -6, ., 5, 0.2
COc1ccc(Nc2c3c(nc4ccccc24)CCCC3)cc1OC
    ., 6, ., 0.2, -5, 14, 6, 0.0
CCN(CC(=O)Nc1c(F)cccc1F)C(=O)CCC(=O)c1ccc(F)cc1
    ., -1, ., 0.1, -4, 4, -7, -2.1
CN(Cc1ccc(Cl)cc1)C(c1cc2ccccc2o1)c1nnnn1C(C)(C)C (stereo unspecified)
    ., -2, ., 0.1, 7, -4, 1, -0.8
CCc1nc2ccccc2c(C(=O)OCC(=O)NCc2ccc3c(c2)OCO3)c1C
    ., 8, ., 0.6, 4, -27, -8, -2.8
CN1c2ccc(C#Cc3ccc(F)cc3)cc2[C@@H]2[C@@H](CCN2S(=O)(=O)c2ccccc2F)[C@H]1CO
    3, -23, 1, -0.1, 7, 4, -10, 0.2
O=C(N[C@@H]1CC[C@H](CC(=O)N2CCCCC2)O[C@H]1CO)c1ccccn1
    1, -1, -10, 0.0, -2, -11, ., -0.2
C/C(=N\NC(=O)C(=O)Nc1c(C)n(C)n(-c2ccccc2)c1=O)c1ccncc1
    ., -23, ., 0.2, -8, -3, -4, 0.2
CCCNC(=O)C[C@@H]1CC[C@H]2[C@H](COc3ccc(NC(=O)c4cc(C)on4)cc3C(=O)N2C)O1
    -21, -9, 2, 0.3, 2, 2, 7, 0.0
C[C@H]1CN([C@@H](C)CO)C(=O)c2cccc(NS(=O)(=O)c3ccc(F)cc3)c2O[C@@H]1CN(C)C(=O)Nc1cccc2ccccc12
    ., 1, ., 0.0, ., 9, -5, 0.0
CCN(C(=O)COC(=O)CCCc1nc2ccccc2s1)c1c(N)n(Cc2ccccc2)c(=O)[nH]c1=O
    0, ., -6, 0.3, 6, -27, -3, 0.1
COc1ccccc1NC(=O)CN1CCN(CC(=O)Nc2ccccc2Cl)CC1
    12, 2, 0, 0.3, -12, 1, -3, 0.0
CCCNC(=O)N1C[C@@H]2[C@H](c3ccccc31)[C@@H](CO)N2Cc1ccc(OC)cc1
    4, ., -6, 0.1, 8, -10, -3, 1.0
CNC[C@H]1Oc2ccc(NC(=O)Nc3ccccc3)cc2CC(=O)N([C@@H](C)CO)C[C@@H]1C
    -7, ., 0, 0.3, -1, -2, -22, -1.9
O=C(CSc1nnnn1-c1ccccc1)Nc1ncc(Cc2cccc(Cl)c2Cl)s1
    ., 10, ., -0.3, 11, -6, 2, 0.3
O=C1C(=O)N(CC2CCCO2)C(c2ccccc2[N+](=O)[O-])/C1=C(/O)c1ccccc1 (stereo unspecified)
    -7, 2, 25, 0.0, -4, -3, 7, 0.8
O=C(CSc1nc2ccccc2nc1N1CCCC1)Nc1ccc(F)cc1
    -7, 0, 3, -0.2, -1, -65, -2, -0.1
C[C@H](CO)N1C[C@H](C)[C@@H](CN(C)Cc2ccc(C(=O)O)cc2)Oc2ncc(C3=CCCCC3)cc2C1=O
    1, 0, -1, 0.0, -6, 15, -7, -0.2
COCCn1ccc2c(OCC(=O)NCc3ccccc3)cccc2c1=O
    ., ., 0, 0.1, 3, -9, 0, .
COc1ccc(CNCc2cc(OC)ccc2OC)cc1
    -1, -2, -7, 0.1, 8, 11, -2, .
CCNC(=S)N(CCc1c(C)[nH]c2ccc(Cl)cc12)Cc1ccco1
    0, 10, -24, 0.0, 10, -56, -11, .

Record cards, from the list above. Values in the order: RAD54 inh	FN deposition inh	esBAF inh	XiGFP reactiv	EWS-Fli block	RAD52 anneal inh	S100A4 inh HTS	E-selectin induc
`COCCn1ccc2c(OCC(=O)NCc3ccccc3)cccc2c1=O` is listed as .	.	0	0.1	3	-9	0	.
`CCNC(=S)N(CCc1c(C)[nH]c2ccc(Cl)cc12)Cc1ccco1` is listed as 0	10	-24	0.0	10	-56	-11	.

Bioassay records (PubChem BioAssay)
